# Screening results as filed in PubChem.
# SRC3 TRFRET art – TR-FRET artefact, counter-screen to PPARgamma/SRC-3 agonist assay; PPARgamma/SRC-3 format; hits give high values; AID 1048; actives 0.39% (n = 99,000); TR-FRET ratio at 8 µM; in the data active = TR-FRET ratio above about 2000; note: inactives centre near 1600; reference of the scale not given here
# SRC1 TRFRET art – TR-FRET artefact, counter-screen to PPARgamma/SRC-1 agonist assay. actives 0.34% (n = 99,000). AID 1051. TR-FRET detection artefact counter-screen, emission ratio; hits give high values. TR-FRET ratio at 8 µM; in the data active = TR-FRET ratio above about 2300; note: inactives centre near 1800; reference of the scale not given here
# An asterisk follows results filed as active. Not all compounds are listed (hit frequency here may not be typical).
SMILES,SRC3 TRFRET art,SRC1 TRFRET art
CCN(CC(=O)Nc1cc(OC)ccc1OC)Cc1nc2ccccc2c(=O)[nH]1,1191,1766
O=C(O)c1cc([N+](=O)[O-])ccc1NCCO,1397,1667
O=C(N/N=C/c1coc2ccccc2c1=O)c1ccccc1,1570,1841
O=C(Cc1ccc2c(c1)OCCO2)N1CCN(S(=O)(=O)c2ccccc2C(F)(F)F)CC1,1691,1947
Cc1ccc2nsnc2c1S(=O)(=O)N1CCCC1C(=O)O (stereo not drawn),1509,1820
Nc1no[n+]([O-])c1-c1ccccc1,1562,1605
C/C(CC(=O)NC(C)(C)C)=N\NC(=O)c1ccco1,1559,1821
COC(=O)c1cc(NC(=O)Cc2cc(OC)c(OC)c(OC)c2)cc(C(=O)OC)c1,1447,1855
O=S(=O)(c1ccc(Cl)cc1)N1CCCC(C(F)(F)F)C1 (stereo not drawn),1675,1856
COc1ccc(C(C)(C)C)cc1NC(=O)COC(=O)C(C)C,1663,2008
O=C(CCCc1nc2ccccc2s1)Nc1ccc(N2CCOCC2)cc1,1569,1955
CC(/C=C/C=C/c1ccccc1)=N/NC(=O)CNc1ccccc1C,1423,1597
CSC1=C(C#N)C(c2sccc2C)CC(=O)N1 (stereo not drawn),1519,1812
CS(=O)(=O)c1ccc(C(=O)NCc2ccccc2F)cc1,1764,1854
COc1cc(CNn2cn[nH]c2=S)cc(Br)c1OCc1ccccc1F,1680,1757
CC1=C(C(=O)OCc2ccccc2)C(c2ccc(C#N)cc2)NC(=O)N1CCCC(=O)O (stereo not drawn),1603,1889
N/C(Cc1nc(-c2ccc(Br)cc2)cs1)=N\O,1493,1884
CCN(Cc1nc(-c2ccc(Cl)cc2)no1)CC1CCCO1 (stereo not drawn),1664,1581
COc1ccc(-c2oc3c(OC)c(OC)c(OC)c(O)c3c(=O)c2OC)cc1OC,1726,1926
CC(C)c1cccc(C(C)C)c1NC(=O)COC(=O)c1ccc(OCC(=O)Nc2cccc(C(F)(F)F)c2)cc1,1572,2001

# Copied from the list:
# `O=C(Cc1ccc2c(c1)OCCO2)N1CCN(S(=O)(=O)c2ccccc2C(F)(F)F)CC1` | SRC1 TRFRET art: 1947
# `COc1cc(CNn2cn[nH]c2=S)cc(Br)c1OCc1ccccc1F` | SRC1 TRFRET art: 1757
# `CSC1=C(C#N)C(c2sccc2C)CC(=O)N1` (stereo not drawn) | SRC3 TRFRET art: 1519
# `COc1ccc(C(C)(C)C)cc1NC(=O)COC(=O)C(C)C` | SRC1 TRFRET art: 2008
# `CCN(Cc1nc(-c2ccc(Cl)cc2)no1)CC1CCCO1` (stereo not drawn) | SRC3 TRFRET art: 1664
# `CC(/C=C/C=C/c1ccccc1)=N/NC(=O)CNc1ccccc1C` | SRC3 TRFRET art: 1423
# `COC(=O)c1cc(NC(=O)Cc2cc(OC)c(OC)c(OC)c2)cc(C(=O)OC)c1` | SRC3 TRFRET art: 1447

# Further records.
SMILES,SRC3 TRFRET art,SRC1 TRFRET art
C=CCn1c(CC(C)(C)C)nc2ccccc21,1624,1645
CCOC(=O)C1(C(=O)OCC)C(c2ccccc2)CC(O)N1C(C)=O (stereo not drawn),1470,1962
CN(CCC#N)S(=O)(=O)c1ccc2[nH]cc(C(=O)NCCc3ccccc3)c(=O)c2c1,1648,2048
COc1cc(C(=O)Nc2ccc(C#N)cc2)c([N+](=O)[O-])cc1OC,1692,1769
COc1cc(OC)cc(C(=O)N[C@H](C(=O)OCC(=O)Nc2ccc(C)cc2C)C(C)C)c1,1712,1917
CCCCC(=O)Nc1cc([N+](=O)[O-])ccc1Cl,1511,1943
CC(C)(C)C(=O)COC(=O)C1CC(=O)N(c2ccccc2)C1 (stereo not drawn),1620,1845
Cc1csc(NC(=O)CSc2ncc(-c3ccccc3)[nH]2)n1,1712,1938
N#Cc1c(N)nc2c(c1N)CC(CCl)O2 (stereo not drawn),1681,1793
COc1ccccc1NCc1ccc([N+](=O)[O-])s1,1711,1626
COc1ccc(S(=O)(=O)NCC2CCCN(C(=O)c3ccccc3)C2)cc1 (stereo not drawn),1358,1590
CCOc1ccc(OCC)c(NC(=O)CN2CCC(NC(=O)c3cccc(F)c3)CC2)c1,1506,1757
O=C(CSc1nnc(Cc2ccccc2)o1)N1CCCc2ccccc21,1483,1890
CC(=O)OCC1=C(C(=O)O)N2C(=O)C(NC(=O)c3ccc(COc4ccc(Cl)cc4)o3)C2SC1 (stereo not drawn),1559,1966
COc1ccc(S(=O)(=O)NN(C)C)cc1N(C)S(=O)(=O)c1ccc(Cl)cc1,1442,1763
CCOC(=O)C1(Cc2cccc(OC)c2)CCN(Cc2ccc(OC)c(OC)c2)CC1,1586,1951
O=C(Cc1ccc(F)cc1)Nc1nnc(SCC(=O)N2CCCCC2)s1,1470,1961
Cc1ccc(C2c3c(oc4cc(C)c(C)cc4c3=O)C(=O)N2CCCN2CCOCC2)cc1 (stereo not drawn),1633,1932
O=[N+]([O-])c1ccccc1S(=O)(=O)NCc1ccco1,1515,2034
CN(C)CCC(c1ccccc1)c1ccccn1 (stereo not drawn),1441,1549

# Structural class: the entries above with a furan ring, fused or not.
SMILES,SRC3 TRFRET art,SRC1 TRFRET art
C/C(CC(=O)NC(C)(C)C)=N\NC(=O)c1ccco1,1559,1821
CC(=O)OCC1=C(C(=O)O)N2C(=O)C(NC(=O)c3ccc(COc4ccc(Cl)cc4)o3)C2SC1 (stereo not drawn),1559,1966
O=[N+]([O-])c1ccccc1S(=O)(=O)NCc1ccco1,1515,2034

# Later entries
SMILES,SRC3 TRFRET art,SRC1 TRFRET art
COc1ccc(OC)c(NC(=O)CSc2nnc3ccc(-c4ccncc4)nn23)c1,1687,1835
COC(=O)c1ccc(CNC(=O)COC(=O)COc2ccc(OC)cc2)cc1,1723,1622
Cc1nc(SCC(N)=O)c([N+](=O)[O-])[nH]1,1429,1677
C#CCNC(=O)C1=C[C@H](c2ccc3c(c2)OCO3)[C@@H](CCCO)[C@H](OCC)O1,1474,1779
CCCCCCN(C(=O)CCCCCN1C(=O)NC(c2ccc(-c3ccccc3)cc2)C(C(=O)OCc2ccccc2)=C1C)C(C)C(=O)NCCCC (stereo not drawn),1516,1324
COc1ccc(NC(=S)NN2C(C)CCCC2C)cc1 (stereo not drawn),1612,1961
O=C(C[n+]1ccn(CCCNP2(=O)C=C(c3ccccc3)OC(c3ccccc3)=C2)c1)c1cccs1,1363,1637
COc1ccc(N=C(C)C2=C(O)c3ccccc3C2=O)cc1,1419,1666
O=C(CCSCCc1ccccn1)Nc1c(F)cc(F)cc1Br,1490,1781
O=[N+]([O-])c1cccc(/C=N/n2cnnc2)c1O,1442,1587
COc1ccc(C(C(=O)NC2CCCC2)N2CCc3ccccc32)cc1 (stereo not drawn),1555,1590
C/C(=N\NC(=O)c1ccc(=O)[nH]n1)c1cccnc1,1578,1727
COc1cc(/C=N/NC(=O)c2ccc(CSc3nc4ccccc4[nH]3)cc2)ccc1O,1789,1980
O=C(CSc1cn(Cc2cccc(F)c2)c2ccccc12)NCc1ccc(F)cc1,1495,1736
CC(=O)Nc1ccc(NC(=O)COC(=O)c2ccco2)cc1,1683,1774
CN(C)c1ccc(C(=O)NNC(=O)Nc2ccccc2)cc1,1677,1717
N=c1sccn1CC(=O)NC(c1ccccc1)c1ccccc1,1702,1858
Cc1occc1C(=O)NNC(=O)Nc1ccc(F)cc1F,1619,1872
CN(C[C@H](Cc1ccccc1)N(C[C@H](Cc1ccccc1)N(CCC(C)(C)C)N=O)N=O)N=O,1422,1838
CCCCC(=O)Nc1ccc(C(=O)NNC(=O)c2ccc(C)c(Br)c2)cc1,1364,1654
Cc1cccc(OC(C)C(=O)N/N=C\c2ccncc2)c1 (stereo not drawn),1374,1785
CN(Cc1ccccc1)c1ccc(S(=O)(=O)N2CCC(C(=O)O)CC2)cc1[N+](=O)[O-],1535,1717
CCOP(=O)(OCC)c1nc(-c2ccc(Cl)cc2Cl)oc1N1CCCCC1,1406,1900
Nc1ccccc1Sc1nc2ccccc2[nH]1,1605,1992
O=Cc1ccccc1-n1cccn1,1462,1732
Cc1cnc(C(=O)N2CCCC(C(=O)c3cccc(OC(C)C)c3)C2)cn1 (stereo not drawn),1451,1812
COC(=O)[C@H]1C[C@@H]1[C@H](NC(=O)c1ccccc1)c1ccccc1,1447,1731
Cc1cc(C(=O)COC(=O)C2=NNC(=O)CC2)c(C)n1CCc1ccccc1,1469,1819
COc1ccc(CNCCNC(=O)c2cccs2)cc1OC,1527,1597
C=CCOC(=O)C1=C[C@@H](c2ccc3c(c2)OCO3)C[C@@H](OCc2ccc(CO)cc2)O1,1703,1950
CCCOC(=O)C1=C(C)NC(=O)NC1c1ccc(Br)s1 (stereo not drawn),1504,1774
CN1CCN(C(=O)N2c3ccccc3C=Cc3ccccc32)CC1,1708,1574
O=C(Nc1ccc(F)cc1)N1CCN(CCc2ccccc2)CC1,1457,1783
COCCOC(=O)c1c(C)oc2ccc(OS(C)(=O)=O)cc12,1665,1718
O=C(N/N=C/C=C\c1ccccc1[N+](=O)[O-])c1ccccn1,1461,1579
O=C1CCC/C(=N\NC(=O)NC2CCCCC2)C1,1373,1879
CCN(CC)C(=O)C1CCCN(Cc2ccc(F)c(F)c2)C1 (stereo not drawn),1471,1826
Cn1c(=O)cc(SCC(=O)NCc2ccc(F)cc2)c2ccccc21,2264*,2122
CC12CCC(C(=O)Nc3c(Cl)cccc3Cl)(C(Br)C1=O)C2(C)C (stereo not drawn),1499,1461
S=C(NCCc1ccccc1)N/N=C/C1CCCCC1,1639,1970

# Two entries picked at random from the list so far, as already listed:
SMILES,SRC3 TRFRET art,SRC1 TRFRET art
CN(Cc1ccccc1)c1ccc(S(=O)(=O)N2CCC(C(=O)O)CC2)cc1[N+](=O)[O-],1535,1717
CCCOC(=O)C1=C(C)NC(=O)NC1c1ccc(Br)s1 (stereo not drawn),1504,1774

# The listing continues.
SMILES,SRC3 TRFRET art,SRC1 TRFRET art
CC(C)(C)CC(=O)Nc1cccc(-c2cn3cccnc3n2)c1,1601,1902
CCOC(=O)c1ccccc1NC(=O)C1CC(=O)N(c2ccccc2)C1 (stereo not drawn),1587,1952
Cc1cccc(NC(=O)COn2nnc3ccc(S(C)(=O)=O)cc32)c1,1604,1757
CCOC(=O)c1sc(NC(=O)CCC(=O)O)nc1C,1416,1709
Cc1ccn2c(NC3CCCC3)c(-c3ccsc3)nc2c1,1821,1817
CS(=O)(=O)N(CC(=O)NCCC1=CCCCC1)c1cccc([N+](=O)[O-])c1,1506,1942
COc1cc(/C=N/Nc2ccccn2)ccc1OCC(C)C,1603,1897
CCOCCCNC(=O)c1cc(=O)n(Cc2cccc(C)c2)c2ccccc12,1353,1745
CC(C)CCC(C)NC(=O)c1ccc2nccnc2c1 (stereo not drawn),1343,1568
Cc1cccc(NC(=O)c2ccc(C3SCC(=O)N3CCc3ccccc3)cc2)c1 (stereo not drawn),1575,1747
COc1ccc(CNC(=O)C2Cc3ccccc3CN2C(=O)c2ccco2)cc1 (stereo not drawn),1482,1819
CCOc1ccc(/C=N/NC(=O)CC(=O)NCc2ccccc2)cc1,1620,1667
COc1cc(/C=C/C(=O)Nc2nnc(C(C)(C)C)s2)cc(OC)c1OC,1675,1787
O=C(O)CCn1c(C2CCCCC2)nc2ccccc21,1611,1414
O=C(C[n+]1cc(-c2ccc(Br)cc2)n2c1CCCCC2)c1ccccc1,1636,1803
COC(=O)[C@@]1(Cc2ccc(F)cc2)[C@H]2c3cc(C(=O)N(C)C)n(CCc4ccc(OC)c(Br)c4)c3C[C@H]2CN1C(=O)c1ccccc1,1548,1649
CN(C(=O)c1ccc(S(=O)(=O)c2cccc(Cl)c2)c([N+](=O)[O-])c1)C1CCCCC1,1403,1927
COc1cccc(NC(=O)CN(C)CC(=O)Nc2ccc3c(c2)CCC3)c1,1506,1523
COc1ccccc1/C=C/CN1CCCC(CCC(=O)NCc2ccccc2F)C1 (stereo not drawn),1464,1576
CC(=O)OCCNc1cc(N2CCN(C)CC2)c2noc3c2c1C(=O)c1ccccc1-3,1506,1621
CN1C(=O)NC(NS(=O)(=O)c2ccc(N)cc2)(C(F)(F)F)C1=O (stereo not drawn),1688,1885
CC(C)(C)CC(C)(C)NC(=S)NC1CCN(Cc2ccccc2)CC1,1454,1860
COc1ccc(C(=O)Nc2ccc(C(=O)OCC(=O)c3cccc4ccccc34)cc2)cc1,1792,1922
CC1CC1c1ccc(/C=C(\C#N)C(=O)Nc2ccc(Cl)cc2Cl)o1 (stereo not drawn),1616,1924
CC12CN(NC(=O)c3ccccc3F)C3(C#N)CC1CCC23C (stereo not drawn),1608,1809
CCCCN(C(=S)NC(=O)c1ccccc1)c1c(N)n(Cc2ccccc2)c(=O)[nH]c1=O,1620,1654
Cc1cc(=O)n2nc(N3CCCC3C(=O)NCCCN3CC(C)CC(C)C3)sc2n1 (stereo not drawn),1521,1925
O=C(NCCCn1ccnc1)C(=O)NCC1OCCCN1S(=O)(=O)c1ccc(F)cc1 (stereo not drawn),1515,1658
Oc1ccc(Br)cc1C=Nc1ccc2[nH]ncc2c1,1644,1830
O=C(NNC(=O)C1CC1c1ccccc1)c1ccccc1[N+](=O)[O-] (stereo not drawn),1640,1863
Cc1ccc(NC(=S)NNc2ccc([N+](=O)[O-])cc2S(=O)(=O)Nc2ccccc2C(=O)O)cc1C,1667,1851
COc1ccccc1Nc1nc(N)nc(CSC(=S)N2CCN(c3ccccc3)CC2)n1,1707,1719
Cc1ccsc1/C=C(\C#N)C(=O)NC1CCS(=O)(=O)C1 (stereo not drawn),1403,1665
CC(OCCN1CCCC1)(c1ccc(F)cc1)c1ccc(F)cc1,1751,1987
Cc1ccccc1OCC(=O)N1CCCc2ccccc21,1811,1754
Cc1cc(C)n(/N=C/c2ccc(O)cc2)c(=O)c1C#N,1494,1909
Cc1cc2ccccc2c(=O)n1CC(=O)Nc1ccc2c(c1)OCO2,1582,1974
COc1cccc(OCc2nc(-c3ccc(Br)o3)no2)c1,1517,1894
O=C(NC1=NCCS1)c1ccccc1OCc1ccc(F)cc1,1754,1875

# Complete entries, quoted from the list:
# Profile of COc1ccccc1Nc1nc(N)nc(CSC(=S)N2CCN(c3ccccc3)CC2)n1 : SRC3 TRFRET art: 1707; SRC1 TRFRET art: 1719
# Profile of COc1ccc(CNCCNC(=O)c2cccs2)cc1OC : SRC3 TRFRET art: 1527; SRC1 TRFRET art: 1597
